MPTP inh = mitochondrial permeability transition pore inhibitors, primary screen, biochemical, isolated mouse mitochondria, absorbance; Ca2+ swelling absorbance, 30 min; inhibition, % at 10 µM; 1.4% of 360,000 active;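 active = inhibition of 50% or more, scaled per plate between neutral and stimulator controls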;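 note: 0% = DMSO wells given calcium and 100% = 1 mM EGTA wells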
* hit, by the source's call. An excerpt; rates above refer to the full screens.

structure | MPTP inh
C=CCn1c2c(c3ccccc31)CCC2 | -1.6
FC(F)(F)c1ccccc1Cc1c(-c2ccco2)nc2ccc(Br)cn12 | -2.3
COc1cc(/C=C/C(=O)OCC(=O)c2ccc[nH]2)ccc1O | 0.3
COc1ccc(NC(=O)C2(C)CCN2CCc2ccccc2)cc1OC (configuration not stated) | -0.4
O=S(=O)(c1ccc(F)c(F)c1)N1CCCCCCC1 | -1.5
C[C@H](CO)N1C[C@H](C)[C@H](CN(C)S(=O)(=O)c2ccc(F)cc2)OCc2cnnn2CCCC1=O | 0.3
COc1ccccc1NC(=O)Nc1nc(C(N)C2CCCCC2)cs1 (configuration not stated) | 2.3
CC1Cc2ccccc2N1CC(=O)Nc1cc(S(=O)(=O)N2CCOCC2)ccc1Cl (configuration not stated) | 2.2
CC1(C(=O)NCc2ccccc2Br)CCN1C(=O)CCc1ccc(Cl)cc1Cl (configuration not stated) | 0.5
O=C(Nc1cccc(Oc2ccccc2)c1)C1Cc2c(-c3ccc4c(c3)OCO4)ccnc2O1 (configuration not stated) | -2.7
Cc1ccc2nc(N(CCN(C)C)C(=O)C3CCN(S(=O)(=O)c4cccs4)CC3)sc2c1 | -0.2
Nc1sc(-c2ccccc2)cc1C(=O)N1CCN(c2ccccc2)CC1 | 2.6
Cc1ccc(-c2nc3ccc(Br)cn3c2Cc2cccc(Cl)c2)cc1 | 1.3
Nc1nc(N)c2cc(Sc3cccc(C(F)(F)F)c3)ccc2n1 | 9.6
CC(C)[C@H](CO)NC(=O)[C@H]1O[C@@H](n2ccc(=O)[nH]c2=O)[C@H](O)[C@@H]1O | 0.5
CCc1ccc([C@H]2C[C@H]3[C@H]4C(=O)N(c5ccccc5)C(=O)[C@H]4CC(=O)[C@@H]3CN2S(=O)(=O)c2ccc(C)cc2)cc1 | 2.4
Oc1ccc(O)c(C=NNC(=S)NC2CC3CC2C2C=CCC32)c1 (configuration not stated) | 2.7
Cc1ccc(C(=O)Nc2cccnc2)cc1C | 0.8
CCC1NC(=O)c2cc3ccccc3cc2-n2c1nc1cc(F)ccc1c2=O (configuration not stated) | -0.9
Cc1ccc(S(=O)(=O)N(C)[C@H]2C[C@H]3c4[nH]c5ccccc5c4CCN3C[C@H]2[C@H](C)O)cc1 | 2.2

Two of the compounds above, with each value named:
CC(C)[C@H](CO)NC(=O)[C@H]1O[C@@H](n2ccc(=O)[nH]c2=O)[C@H](O)[C@@H]1O
  MPTP inh: 0.5
CCc1ccc([C@H]2C[C@H]3[C@H]4C(=O)N(c5ccccc5)C(=O)[C@H]4CC(=O)[C@@H]3CN2S(=O)(=O)c2ccc(C)cc2)cc1
  MPTP inh: 2.4

Next part:
structure | MPTP inh
OC[C@@H]1CN(Cc2ccc(-c3ccccc3)cc2)C[C@H](n2cnc3c(NC4CCCC4)ncnc32)O1 | 17
CC(=O)c1ccc(OC2(C)CCN(Cc3ccc4c(c3)OCCO4)C2)cc1 (configuration not stated) | 0.1
C#CCNC(=O)C[C@@H]1C[C@@]2(C(=O)OCC)CCCC=C2N(Cc2cccc3ccccc23)C1=O | -0.8
CCOC(=O)N1CCC(=NNC(N)=O)C1 | 0.1
COCCCN1C(=O)C(CC(=O)NCCCN(C)C)CC(C(=O)N2CCCCCC2)=C1C (configuration not stated) | 0.4
CC(C#N)(NC(=O)CN1CCN(S(=O)(=O)c2cccc(F)c2)CC1)C1CC1 (configuration not stated) | 1.9
CN(C)S(=O)(=O)c1ccc2c(c1)nc(CCC(=O)NCC(=O)Nc1ccc(F)c(F)c1F)n2C | -1.7
Cc1ccc(NC2CCCN(C(=O)c3cc(C(C)C)nn3C)C2)cc1C (configuration not stated) | -1.4
CC(C)(C)c1ccc(C(=O)N2CCC2(C)C(=O)NCC(F)(F)F)cc1 (configuration not stated) | 0.7
COCCN1C[C@@H](CO)O[C@@H](n2cnc3c(NCc4ccco4)ncnc32)C1 | -1.0
CCOC(=O)C1CCCN(C(=O)c2c(-c3ccccc3)noc2C)CC1 (configuration not stated) | -0.7
CC1(C(=O)NS(=O)(=O)Cc2ccccc2C(F)(F)F)CCN1C(=O)Cc1cccs1 (configuration not stated) | -2.0
CC(=O)Nc1cc(-c2cccc(CO)c2)cn2c(-c3ccc(C(C)=O)cc3)cnc12 | -0.7
N#CC(=Cc1ccccn1)c1nc(-c2ccc(Cl)cc2)cs1 | 0.1
COc1cc(OC)cc(-c2noc(-c3csc([C@@H]4C[C@H](O)[C@@H](CO)O4)n3)n2)c1 | -1.3
Cc1ccc(CCNC(=O)CN2C(=O)CSc3ccc(S(=O)(=O)N4CCOCC4)cc32)cc1 | 0.1
CCCCCCN1C[C@H](O)[C@@H](n2cc(C3CC3)nn2)C[C@@H]1c1ccc(Cl)cc1 | -0.3
COc1cc(CNC(=O)Nc2nc(C(N)Cc3ccc(Cl)cc3)cs2)cc(OC)c1OC (configuration not stated) | 3.7
COc1cc(Cl)ccc1OC1(C)CCN(Cc2cccn2-c2nccs2)C1 (configuration not stated) | 1.1
Cc1nc2c(OCc3ccc(C(F)(F)F)cc3)cccn2c1N(C)CC1CC1 | 81*

structure | MPTP inh
COC(=O)N1C2CCCCC2=NN(c2ccccc2)N1C(=O)OC (configuration not stated) | -1.3
O=C(c1ccoc1)N1CCN(c2cc(-c3cccc(F)c3)nc3cc(-c4cccc(Cl)c4)nn23)CC1 | 1.0
COc1ccc(NC(=O)[C@H](C)NS(=O)(=O)c2ccc(NC(C)=O)cc2)cc1Cl | -1.1
COc1ccc(OC)c(NC(=O)Nc2nc(CN(C)C)cs2)c1 | 1.2
CCC(=O)Nc1ccc2c(c1)OC[C@@H](C)N(Cc1ccccc1F)C[C@@H](C)[C@@H](OC)CN(C)C2=O | -3.0
CC(=O)Oc1ccc(Cn2c(C)c(C(=O)NCCC#N)sc2=O)cc1 | -0.2
CCC(c1nc2ccccc2[nH]1)N(C(=O)C1=NNC(=O)CC1)c1ccccc1 (configuration not stated) | -0.1
COCCNC(=O)C1(C)CCN(C(=O)c2cc(C)n(C(C)(C)C)n2)C1 (configuration not stated) | -1.1
C[C@H]1CCCCO[C@H](CN(C)CC2CCCCC2)[C@@H](C)CN([C@@H](C)CO)C(=O)c2cc(NS(=O)(=O)c3ccccc3)ccc2O1 | -1.7
CCCCCC(=O)N1C[C@@H](n2cc(-c3ccc(F)cc3)nn2)[C@H](O)C[C@@H]1c1ccc(C)cc1 | -1.2
COCCNC(=O)C1(C)Cc2c(-c3ccc4c(c3)OCO4)ccnc2O1 (configuration not stated) | -1.3
CCC(=O)N1CCCC(C)(C(=O)Nc2nccc3cccnc23)C1 (configuration not stated) | -0.1
S=C(NCCCc1cnc[nH]1)NCCCN(Cc1ccc(Cl)c(Cl)c1)c1ccc(Br)cn1 | -0.3
Cc1ccc(CC2(C)C(=O)Nc3c(Cl)cccc32)cc1 (configuration not stated) | -1.4
CCN1C(=O)[C@H]2[C@@H](c3ccc(OC)cc3)N[C@]3(CCCN(Cc4ccc(C)cc4)C3=O)[C@H]2C1=O | 0.7
Cc1noc(C)c1NC(=O)N1C[C@H](O)COC[C@H]2O[C@@H](CC(=O)NCC3CCCCC3)CC[C@@H]21 | 4.3
COc1ccccc1C(=O)NCCC(=O)NCCOc1ccc(C)cc1 | -0.9
CCOC(=O)N(C)c1c(CC)nc2c(OCc3ccc(Cl)cc3)cccn12 | -2.3
O=C(Cc1ccccc1F)Nc1cccc(S(=O)(=O)N2CCCCC2)c1 | 0.3
OCCN1CCN(c2cc(-c3ccc4ccccc4c3)nc3ccnn23)CC1 | 0.4

structure | MPTP inh
CC1=C(C(=O)N(C)C)CC(CC(=O)NCCCN(C)C)C(=O)N1Cc1ccccc1 (configuration not stated) | -0.9
CC(=O)Nc1ccc(-c2ccnc3c2CC(C)(C(=O)NCc2ccc(N4CCN(C)CC4)cc2)O3)cc1 (configuration not stated) | -0.3
CCCCCNC(=O)C(c1cccc2ccccc12)n1c(=O)c(-c2cc3ccccc3[nH]2)nc2ccccc21 (configuration not stated) | 2.4
CC(C)C#Cc1cnc2c(c1)C(=O)N([C@H](C)CO)C[C@@H](C)[C@H](CN(C)C(=O)Nc1ccccc1F)O2 | -0.1
Nc1cc(N)nc(SCc2ccccc2Cl)n1 | -0.4
CC(=O)OC[C@@H]1CN(Cc2ccccc2)C[C@H](n2cnc3c(NC(C)C)ncnc32)O1 | -1.9
CCCCn1nc(C(=O)N(C)Cc2nc3ccccc3c(=O)[nH]2)c2ccccc2c1=O | 1.0
CN(N=Cc1ccccc1)C(=S)Nc1ccccc1 | 1.5
O=c1ccc(-c2nc3ccccc3n2C(CCc2ccccc2)c2nc3ccccc3[nH]2)c[nH]1 (configuration not stated) | 2.4
CCc1nc2ccc(C(=O)NCCCN3CCCC3=O)cn2c1N(CCC(C)C)CCN(C)C | -0.7
COC(=O)[C@@]12C[C@@H](CC(=O)NCc3cccs3)C(=O)N(Cc3ccco3)C1=CCC(C)(C)C2 | 0.6
C[C@H]1CN([C@@H](C)CO)C(=O)c2cc(Br)cnc2O[C@H]1CN(C)S(=O)(=O)c1ccccc1F | -0.1
CC1=C(C(=O)N(C(C)C)C(C)C)CC(CC(=O)NC2CCCC2)C(=O)N1CCCN1CCCC1=O (configuration not stated) | -1.2
CC1COC(=C2C(=O)OCC2C)C1 (configuration not stated) | 1.7
O=C(O)c1ccc(CSc2nc3c(c(=O)[nH]2)CCC3)cc1 | -1.3
COc1ccc(-n2nnnc2C(c2cccc(OC)c2OC)N2CCN(C/C=C/c3ccccc3)CC2)cc1 (configuration not stated) | 0.9
Cc1ccc(CN2CCC2(C)C(=O)NC(C)C)cc1 (configuration not stated) | 1.7
CC1(C)CC2(OC2c2ccccc2)C(=O)c2ccccc21 (configuration not stated) | 0.7
CCOC(=O)[C@]12CCC=C1N(Cc1ccco1)C(=O)[C@H](CC(=O)N1CCOCC1)C2 | -0.1
CC1(Oc2cccc(F)c2)CCN(Cc2csc3ccccc23)C1 (configuration not stated) | -0.1

structure | MPTP inh
COCCNc1nc(Oc2cccc(NC(C)=O)c2)c2sc(-c3ccccc3)cc2n1 | -1.5
CC1(C)CN(CCc2ccccc2)C(=O)[C@H]1CC(=O)Nc1ccc(Br)cc1 | -0.7
CCOC1=C2[C@H](c3ccccc3)N(S(=O)(=O)c3ccccc3)C[C@H]2n2c(=O)n(-c3ccccc3)c(=O)n2C1 | -1.7
O=C(NCc1ccccc1)C(c1cccc2ccccc12)n1c(=O)c(-c2ccccc2)nc2ccccc21 (configuration not stated) | -1.0
C=CCNc1nc2cc(-c3ccccc3C)sc2c(=O)n1C | -0.1
COC(=O)[C@]12CCCCC=C1N(Cc1ccccc1)C(=O)[C@H](CC(=O)NCc1ccc(C)o1)C2 | -0.1
COc1ccc(NC(=O)N(C)C[C@@H]2OCc3cnnn3CCCC(=O)N([C@H](C)CO)C[C@H]2C)cc1 | 0.3
COc1ccc(CN2C(=O)C(CC(=O)NC3CCCCC3)CC(C(=O)N3CCOCC3)=C2C)cc1 (configuration not stated) | -0.3
CC1(C(=O)Nc2cccc(OC(F)(F)F)c2)Cc2c(-c3ccc4c(c3)OCO4)ccnc2O1 (configuration not stated) | 1.1
OC(c1ccccc1)c1ncc(-c2ccc(C(F)(F)F)cc2)[nH]1 (configuration not stated) | 0.1
CC1(C(=O)NS(=O)(=O)c2ccc(Cl)s2)CCN1C(=O)C1(c2ccc(Cl)cc2)CCC1 (configuration not stated) | 1.9
CCOC(=O)c1c(C)[nH]c(C(=O)N(C)CC(=O)Nc2ccc(OCC)c(OCC)c2)c1C | 0.7
CC(C)(C(=O)N1CCC1(C)C(=O)NS(=O)(=O)c1cccc(Cl)c1)c1ccccc1 (configuration not stated) | -1.1
C[C@@H]1CN([C@@H](C)CO)C(=O)c2cc(Br)cnc2O[C@@H]1CN(C)S(C)(=O)=O | -1.6
O=C(Nc1ccc2c(c1)OCCO2)C1c2ccccc2OCC(=O)N1Cc1ccccn1 (configuration not stated) | 0.2
CCCNC(=O)c1cc(C2CCCCN2C(=O)c2ccc3c(c2)CCO3)on1 (configuration not stated) | -0.3
O=C(OCC(=O)N1CCNC1=O)c1ccccc1Cl | 0.0
FC(F)(F)c1ccccc1Cc1c(-c2cccc(Br)c2)nc2ccc(Cl)cn12 | 1.6
Clc1cccc(Cc2c(C3CCCCC3)nc3ccc(Br)cn23)c1 | 1.7
CN(C)c1ccc(CNC(=O)C2Cc3c(-c4ccccc4Oc4ccccc4)ccnc3O2)cc1 (configuration not stated) | 1.0

Some of these compounds in order of length of the SMILES, ascending:
structure | MPTP inh
O=C(OCC(=O)N1CCNC1=O)c1ccccc1Cl | 0.0
CC(C)(C(=O)N1CCC1(C)C(=O)NS(=O)(=O)c1cccc(Cl)c1)c1ccccc1 (configuration not stated) | -1.1
CCOC(=O)c1c(C)[nH]c(C(=O)N(C)CC(=O)Nc2ccc(OCC)c(OCC)c2)c1C | 0.7
C[C@@H]1CN([C@@H](C)CO)C(=O)c2cc(Br)cnc2O[C@@H]1CN(C)S(C)(=O)=O | -1.6

Next part
structure | MPTP inh
CNc1ccc2ncc(-c3ccc(OC)c(OC)c3)n2n1 | 0.9
CC(C(=O)NCc1ccccc1)n1c(CSCCOc2ccccc2)nc2ccccc21 (configuration not stated) | -0.8
O=C(NCC1CCCCC1)c1ccc2sc([C@H]3C[C@H](O)[C@@H](CO)O3)nc2c1 | 1.2
CC(C)(C)c1ccc(S(=O)(=O)NC(=O)C2(C)CCN2C(=O)CC2CC2)cc1 (configuration not stated) | -0.6
CC(C)(C)c1ccc(CC(=O)N2CCC2(C)C(=O)NS(=O)(=O)c2ccccc2)cc1 (configuration not stated) | -0.3
Nc1ccccc1SC(CC(=O)c1ccccc1)c1cccc([N+](=O)[O-])c1 (configuration not stated) | 4.8
Cn1cc([C@]2(O)C(=O)Nc3ccc(F)cc32)c2ccccc21 | 4.2
COc1ccc(OC)c(C=NNC(=O)NN=Cc2cc(OC)ccc2OC)c1 | 1.3

Screens as filed in PubChem.
